# High-throughput results (PubChem)
# FLuc inh counter = inhibits firefly luciferase, flagging false hits in luciferase inhibition screens; P08659; ATPLite firefly luciferase biochemical luminescence, 10 min; inhibition, % at 10 µM; 200,000 tested, 1.5% active;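 active = inhibition above about 50% when tested at 10 µM, limit read from the data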
# Target sequence (P08659 whole entry, looked up): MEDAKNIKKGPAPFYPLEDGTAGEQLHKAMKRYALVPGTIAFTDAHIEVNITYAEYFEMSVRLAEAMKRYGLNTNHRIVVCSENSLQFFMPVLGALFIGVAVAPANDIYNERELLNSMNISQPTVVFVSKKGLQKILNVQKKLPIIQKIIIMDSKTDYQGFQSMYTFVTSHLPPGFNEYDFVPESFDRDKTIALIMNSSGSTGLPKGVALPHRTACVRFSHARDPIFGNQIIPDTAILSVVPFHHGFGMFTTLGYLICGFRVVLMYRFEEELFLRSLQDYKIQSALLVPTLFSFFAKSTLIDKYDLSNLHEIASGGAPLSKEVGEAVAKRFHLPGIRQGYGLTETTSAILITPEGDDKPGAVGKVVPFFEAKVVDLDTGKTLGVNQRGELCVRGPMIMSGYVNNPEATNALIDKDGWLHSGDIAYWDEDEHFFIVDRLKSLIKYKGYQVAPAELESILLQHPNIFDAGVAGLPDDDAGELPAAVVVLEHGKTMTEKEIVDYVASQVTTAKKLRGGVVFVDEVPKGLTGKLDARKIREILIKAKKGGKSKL
# Hsp70 act = Hsp70 transcriptional activation, primary screen; HeLa Hsp70 promoter luciferase reporter, luminescence; scaled: vehicle 0, proteasome-inhibitor control 100%; activation, % at 10 µM; 200,000 tested, 0.04% active; AID 1203;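 active = activation above the mean across all tested compounds plus 3 SD, cutoff set per campaign, cut at about 5.5% in these data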;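 also: 100% = MG132 at 30 µM as the positive control and 0% = DMSO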
# STAT1 act = STAT1 signaling activation | NIH 3T3 STAT1-luciferase reporter, IFN-gamma, luminescence; 100% = IFN-gamma alone, no compound | activation (% of control), % at 5.5 µM | 200,000 tested, 2.6% active | AID 932;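 active = activation above the screen-wide mean activation plus 3 SD, cut at about 130% in these data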;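 also: raw ratio to IFN-gamma control signal so 100% means no change and 0% no light; values of inactives mirror those of a sister screen read the other way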
# RAM inhibit = yeast RAM network inhibition; S. cerevisiae dse1pr::URA3 reporter, 5-FOA growth OD615, 2 d; analog-sensitive cbk1-as2 kinase mutant strain; inhibition, % at 50 µM; 190,000 tested, 1.8% active; AID 868;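 active = inhibition above a set limit, 3 SD over mean compound inhibition, cut at about 8.4% in these data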;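 also: 0% = DMSO-only wells with no growth and 100% = 10 µM 1-NA-PP1 full growth; inhibition rescues growth on 5-FOA so higher OD means more RAM inhibition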
# APP 5'UTR act = APP 5'UTR luciferase reporter activation; SH-SY5Y APP 5'UTR luciferase reporter, luminescence; zero percent = DMSO vehicle wells; 190,000 tested, 1% active; activation, % at 2 µM;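 active = activation above a set limit, based on mean plus 3 SD of controls, cut at about 140% in these data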; also: values of inactives mirror those of a sister screen read the other way
# STAT3 inh = STAT3 signaling inhibition; U3A cells, IL-6 STAT3-luciferase reporter, luminescence; host cell line lacks STAT1; inhibition, % at 5.5 µM; 190,000 tested, 0.89% active; AID 862;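 active = inhibition above the mean inhibition across all screened compounds plus 3 SD, cut at about 44% in these data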;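 also: 0% = DMSO only wells and 100% = 100 µM nifuroxazide control wells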
# STAT3 activator = increases IL-6 driven STAT3 reporter signal; U3A cells, IL-6 STAT3-luciferase reporter, luminescence; 100% = signal with IL-6 EC80 alone; activation (% of control), % at 5.6 µM; 190,000 tested, 0.91% active;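 active = activation above the screen-wide mean of compound activation plus 3 SD, cut at about 130% in these data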;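 also: 0% = background luminescence of wells with medium and substrate only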
#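 Test system: Human STAT1-deficient U3A cells with stable STAT3-luciferase reporter | Also added: Interleukin-6, 33 ng/mL | Timing: Compound pre-incubation 1 h before IL-6, then 6 h stimulation at 37 °C | Technique: Luciferase reporter luminescence | Read-out: Percent of IL-6-only median luminescence | Benchmarks: IL-6-only wells as 100% reference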
# APP 5UTR inh = APP translation inhibition; inhibition, % at 2 µM; SH-SY5Y APP 5'UTR-luciferase reporter, luminescence; 190,000 tested, 0.82% active;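 active = inhibition above a set limit, derived from the sample mean plus 3 SD, cut at about 45% in these data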; also: values of inactives mirror those of a sister screen read the other way
# STAT1 inh = reduces IFN-gamma driven STAT1 reporter signal. NIH 3T3 STAT1-luciferase reporter, luminescence. inhibition, % at 5.5 µM. 200,000 tested, 0.35% active;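 active = inhibition above a set limit, the mean inhibition across all tested compounds plus 3 SD, cut at about 34% in these data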;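 also: 0% = IFN-gamma with DMSO and 100% = IFN-gamma with 300 µM nifuroxazide; values of inactives mirror those of a sister screen read the other way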
# NF-kB neuron act = raises NF-kB expression in human neuronal cells; fold change at 12.5 µM; AID 1239; NF-kB reporter expression; stronger effect = higher value; 190,000 tested, 1.6% active; in the data active = fold change above about 3.3
# Numbers without * were called inactive; nt = not tested or not shown.
SMILES,FLuc inh counter,Hsp70 act,STAT1 act,RAM inhibit,APP 5'UTR act,STAT3 inh,STAT3 activator,APP 5UTR inh,STAT1 inh,NF-kB neuron act
O=C(/C=C/c1ccc(Cl)cc1)NCCc1ccccc1,0,-0.3,107,1.4,13,-1,101,-13,-8,1.4
Brc1cc(/C=N/n2cnnc2)oc1Br,-8,-0.4,101,0.7,18,2,104,-18,-1,1
O=C(COc1ccccc1)Nc1ccc(-c2nnc(-c3ccco3)o2)cc1,-1,0.4,125,3.8,31,3,100,-31,-27,1.8
C=CCNCCCOc1ccc(C(C)(C)c2ccccc2)cc1,0,-0.1,96,-0.3,17,1,98,-17,4,0.82
COc1ccc(N2CCN(C(c3ccccc3OC)c3nnnn3Cc3ccco3)CC2)cc1 (configuration not stated),-10,-0.5,102,0.2,-14,-6,110,14,-2,0.73
CC1(C)Cc2[nH]c(=S)c(C#N)cc2CO1,10,-0.1,106,1.5,-3,-6,108,3,-6,0.82
O=C(c1cnccn1)N1CCc2c([nH]c3ccccc23)C1c1cccc(Cl)c1 (configuration not stated),-4,-0.4,95,1.6,-5,-32,132,5,4,0.9
O=C(c1ccccc1)c1ccc(C(=O)N2CCN(c3ccc(F)cc3)CC2)o1,-5,0.0,84,0.7,10,23,88,-10,17,1.1
O=C(N/N=C/c1ccco1)c1cc(-c2cccc3ccccc23)n[nH]1,1,-0.1,104,0.7,18,12,93,-18,-4,1.1
N#Cc1ccccc1NC(=O)Nc1cccs1,-3,-0.3,100,0.0,15,2,102,-15,0,1
CCOc1cc(C(c2c(C)[nH][nH]c2=O)c2c(C)[nH][nH]c2=O)ccc1OC(=O)c1cccc([N+](=O)[O-])c1,-8,-0.5,105,1.4,-1,2,105,1,-6,1.3
CCc1ccc2[nH]c(=O)c(CN(CCCN3CCOCC3)C(=O)Nc3ccccc3)cc2c1,-8,-0.2,102,3.4,14,2,100,-14,-3,0.55
COc1cc(/C=N/NC(N)=O)cc(Br)c1OCc1ccc(C)cc1,-4,-0.4,100,2.7,0,-1,108,0,0,1.1
COC(=O)c1cc(NC(=O)C23CCC(C)(C(=O)O2)C3(C)C)cc(C(=O)OC)c1 (configuration not stated),-2,-0.3,90,0.6,15,11,95,-15,10,1.1
COC(=O)CC(=O)N1CCN(c2ccc(Cl)c(Cl)c2)CC1,-7,-0.3,91,1.7,11,18,88,-11,10,1.4
O=[N+]([O-])c1ccc(Nc2ccc(F)cc2)nc1,1,-0.3,91,1.9,-3,5,98,3,10,1.5
Cc1cc(C)c2cc(CN(Cc3ccco3)C(=O)NCc3ccccc3)c(=O)[nH]c2c1,-3,-0.3,89,1.6,14,7,99,-14,10,0.74
Cc1cc([N+](=O)[O-])cc(C)c1OCC(=O)N/N=C/c1ccc(OC(=O)c2ccccc2)cc1,-5,-0.2,111,5.2,4,-4,101,-4,-12,1
CC1CCCC(NC(=O)COC(=O)COc2ccc(Cl)cc2)C1C (configuration not stated),-2,-0.1,98,3.0,-7,7,97,7,2,1.1
O=C(Nc1nc(-c2ccc([N+](=O)[O-])cc2)cs1)c1c(F)cccc1F,-7,0.0,108,5.5,11,21,87,-11,-11,0.97

# Entries of single compounds, looked up by structure.
# CC1CCCC(NC(=O)COC(=O)COc2ccc(Cl)cc2)C1C (configuration not stated) as listed: FLuc inh counter = -2; Hsp70 act = -0.1; STAT1 act = 98; RAM inhibit = 3.0; APP 5'UTR act = -7; STAT3 inh = 7; STAT3 activator = 97; APP 5UTR inh = 7; STAT1 inh = 2; NF-kB neuron act = 1.1
# COC(=O)c1cc(NC(=O)C23CCC(C)(C(=O)O2)C3(C)C)cc(C(=O)OC)c1 (configuration not stated) as listed: FLuc inh counter = -2; Hsp70 act = -0.3; STAT1 act = 90; RAM inhibit = 0.6; APP 5'UTR act = 15; STAT3 inh = 11; STAT3 activator = 95; APP 5UTR inh = -15; STAT1 inh = 10; NF-kB neuron act = 1.1

# 2 entries drawn at random from those above, as already listed:
SMILES,FLuc inh counter,Hsp70 act,STAT1 act,RAM inhibit,APP 5'UTR act,STAT3 inh,STAT3 activator,APP 5UTR inh,STAT1 inh,NF-kB neuron act
COc1ccc(N2CCN(C(c3ccccc3OC)c3nnnn3Cc3ccco3)CC2)cc1 (configuration not stated),-10,-0.5,102,0.2,-14,-6,110,14,-2,0.73
COC(=O)c1cc(NC(=O)C23CCC(C)(C(=O)O2)C3(C)C)cc(C(=O)OC)c1 (configuration not stated),-2,-0.3,90,0.6,15,11,95,-15,10,1.1

# (list continues)
SMILES,FLuc inh counter,Hsp70 act,STAT1 act,RAM inhibit,APP 5'UTR act,STAT3 inh,STAT3 activator,APP 5UTR inh,STAT1 inh,NF-kB neuron act
CC(C)N1C(=O)C2C(c3ccccc3O)NC(C)(C(=O)O)C2C1=O (configuration not stated),-1,nt,nt,1.0,-3,nt,nt,3,nt,1.1
O=C(OCCN(C1=NS(=O)(=O)c2ccccc21)c1ccccc1Cl)c1ccc(Cl)cc1,-5,-0.1,97,4.6,-6,8,97,6,3,0.93
O=C(Nc1cnn(Cc2ccc(F)cc2)c1)C(c1ccccc1)c1ccccc1,-12,-0.3,96,1.8,10,-1,101,-10,4,0.82
COc1cc(C2Nc3ccc4ncccc4c3C3=C2C(=O)CC(C)(C)C3)cc(OC)c1O (configuration not stated),-7,-0.2,101,-1.2,12,-8,108,-12,2,1
CCCC[n+]1c(C)sc2ccc(C)cc21,-7,-0.1,101,0.1,30,5,99,-30,-3,1.1
O=C(CN1CCN(c2ccccn2)CC1)NCc1cccs1,-4,-0.2,94,1.0,3,6,99,-3,8,1.1
c1ccc(-c2nc3cc4ccccc4cc3[nH]2)nc1,95*,-0.6,60,-0.3,157*,86*,28,-157,44*,2.8
CCc1ccc(NCCC(=O)c2ccc(Cl)cc2)cc1,-5,-0.3,87,1.0,13,-10,112,-12,14,1.1
c1coc(CNCc2cccs2)c1,-3,-0.1,104,0.7,-11,-2,104,11,-4,1.1
CC(=O)C1=C(O)C(=O)N(CCc2c[nH]c3ccccc23)C1c1ccccc1 (configuration not stated),-3,-0.3,102,2.1,24,0,104,-24,-3,1.2
CC(=O)NNc1ccc(C(F)(F)F)cc1[N+](=O)[O-],-6,-0.3,93,0.7,13,3,99,-13,5,1.4
O=C1CSC(c2ccccn2)N1c1ccc2ccccc2c1 (configuration not stated),-3,0.0,102,1.8,7,-16,117,-7,-3,1.2
COc1ccc2c(=O)c(-c3ccccc3)c(C)oc2c1,-2,-0.6,105,-0.9,16,8,94,-16,-6,1.5
COc1cccc2c(Cl)c(CCCl)c(C)nc12,5,-0.3,113,-0.9,1,30,77,-1,-16,1.4
CC(=O)c1ccc2c(c1)C1C=CCC1C(c1ccncc1)N2 (configuration not stated),-1,-0.1,110,0.4,29,-3,104,-29,-11,1.1
COC(=O)c1ccc(C(=O)OC)c(NC(=S)N2CCN(c3cc(Cl)ccc3C)CC2)c1,-9,-0.3,98,3.5,-4,4,97,4,3,1.4
O=C(CC12CC3CC(CC(Br)(C3)C1)C2)NC1=NCCS1,-8,-0.3,94,2.0,-4,9,99,4,5,1.1
COc1ccc(-n2c(Cc3cccn3C)nnc2SCC(=O)Nc2nccs2)cc1,-3,-0.2,101,1.6,-19,-11,109,19,0,0.92
CC(=O)Nc1ccccc1NC(=O)c1cc(C)cc(C)c1,-8,-0.2,86,1.5,-3,-4,108,3,13,1.1
Cc1ccc(OCCNS(=O)(=O)c2cccs2)cc1,9,-0.3,113,2.2,14,-3,107,-14,-15,1.2
COc1cc(NC(=O)COC(=O)Cc2ccc(-c3ccccc3)cc2)cc(OC)c1,6,-0.3,107,17*,0,-4,102,0,-8,1.2
Cc1c(-c2cccc(NC(=O)c3ccco3)c2)nc2ncccn12,3,0.1,95,0.1,5,-1,102,-5,4,0.97
O=C(CSCc1ccc(Cl)cc1Cl)Nc1nccs1,0,-0.6,98,4.8,6,4,100,-6,2,1
CCN(CC)c1ccc(N=Cc2c(C)[nH]c3ccccc23)cc1,11,-0.2,100,3.7,0,-19,113,0,0,0.92
CN1CCN(C(=O)CCN2C(=O)c3ccccc3C2=O)CC1,-2,-0.1,101,1.0,15,-11,114,-15,-3,1
Cc1c(Br)c([N+](=O)[O-])nn1C(C)C(=O)N1CCCc2ccccc21 (configuration not stated),-6,-0.3,102,0.1,7,-9,112,-7,-2,0.89
CC(=O)c1cccc(NC(=O)C2CCN(S(=O)(=O)c3ccccc3)CC2)c1,-8,-0.3,106,2.4,-17,8,93,17,-7,0.82
CCC(=O)NC(C)c1nc2ccccc2n1C (configuration not stated),-9,-0.4,99,0.9,-17,39,72,17,3,1
COc1cc2c3nnc(-c4ccc(F)cc4)c-3cn(Cc3cccc(C)c3)c2cc1OC,-5,-0.4,106,2.8,-1,4,104,1,-6,0.89
CC(=O)Nc1ccc(NC(=O)c2nc(-c3ccccc3)oc2C)cc1,-6,-0.2,102,2.9,1,17,87,-1,-3,0.93
CN(CCO)c1cc(N2CCCCC2)c2nonc2c1[N+](=O)[O-],-1,0.0,100,1.3,-8,5,103,8,1,0.88
O=C(Cc1cc(=O)[nH]c(=O)[nH]1)NCc1ccccc1,-12,-0.4,89,1.4,-1,-7,106,2,12,1
O=C(c1ccccc1)C(Cn1cncn1)C(Sc1ccccc1)c1ccccc1 (configuration not stated),1,-0.4,94,1.2,-3,-3,110,3,6,1.3
COc1cc(C=O)c(Cl)cc1OCC(N)=O,-3,-0.2,100,0.9,-10,-7,110,10,-2,0.94
COc1cccc(OC)c1C(=O)Nc1ccccc1N1CCCC1,1,-0.1,95,2.1,13,7,97,-12,3,0.93
C/C(=N\NC(N)=S)C12CC3CC(CC(C3)C1)C2,-1,0.3,116,0.3,0,10,93,0,-17,1.4
CNc1cc(N2CCN(S(=O)(=O)N(C)C)CC2)ccc1[N+](=O)[O-],-8,0.2,102,0.1,5,-2,106,-6,-5,1.2
COc1ccc(NC(=O)c2ccc(NCC3CCCO3)c([N+](=O)[O-])c2)cc1 (configuration not stated),6,-0.4,99,5.1,20,21,86,-20,1,1.2

# Three entries from above in a different format:
smiles	FLuc inh counter	Hsp70 act	STAT1 act	RAM inhibit	APP 5'UTR act	STAT3 inh	STAT3 activator	APP 5UTR inh	STAT1 inh	NF-kB neuron act
C=CCNCCCOc1ccc(C(C)(C)c2ccccc2)cc1	0	-0.1	96	-0.3	17	1	98	-17	4	0.82
COc1ccc(N2CCN(C(c3ccccc3OC)c3nnnn3Cc3ccco3)CC2)cc1 (configuration not stated)	-10	-0.5	102	0.2	-14	-6	110	14	-2	0.73
CC1(C)Cc2[nH]c(=S)c(C#N)cc2CO1	10	-0.1	106	1.5	-3	-6	108	3	-6	0.82

# Quoted from above, 3 compounds:
SMILES,FLuc inh counter,Hsp70 act,STAT1 act,RAM inhibit,APP 5'UTR act,STAT3 inh,STAT3 activator,APP 5UTR inh,STAT1 inh,NF-kB neuron act
COc1cc(C=O)c(Cl)cc1OCC(N)=O,-3,-0.2,100,0.9,-10,-7,110,10,-2,0.94
COc1cccc(OC)c1C(=O)Nc1ccccc1N1CCCC1,1,-0.1,95,2.1,13,7,97,-12,3,0.93
C/C(=N\NC(N)=S)C12CC3CC(CC(C3)C1)C2,-1,0.3,116,0.3,0,10,93,0,-17,1.4
